# Assay outcomes as filed in PubChem.
# Giardia killer = Small Molecules that selectively kill Giardia lamblia: qHTS; Giardia lamblia trophozoite viability; activity change, % at 7.66 µM, hits read low; 340,000 tested, 0.15% active; in the data active = activity change below about -80%; inconclusive = between about -30% and that limit;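 also: parasites exposed to compound for two days anaerobically before the ATP read; % is scaled to controls: 0 for no effect and ±100 for the full control effect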
#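 Media and compound were dispensed first, then trophozoites at 100 cells/well; plates sat 48 hrs at 37 deg C without oxygen before ATP luminescence reagent was added and read after 15-30 min at room temperature.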
# GALK inh = qHTS Assay for Inhibitors of Human Galactokinase (GALK); Purified GALK, Kinase-Glo residual ATP luminescence; P51570; 270,000 tested, 0.007% active; Potency, µM (top dose mostly 57.5 µM), without a hit: top-dose activity change, negative = inhibition, hits mostly inhibitors; AID 1868, 2009; also: potency is read from the fitted curve at half-maximal effect; % is scaled to controls: 0 for no effect and ±100 for the full control effect
#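 Quantitative HTS: GALK 5 nM, ATP 35 uM, galactose 100 uM, 1 h room temperature, then luciferase-based ATP detection.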
# Menin MLL FP TR = qHTS Assay for Inhibitors Targeting the Menin-MLL Interaction in MLL Related Leukemias: Competition With Texas Red Labeled MLL-derived Mutant Peptide. Potency, µM (titrated, usually from 61.6 µM), inactives show at the highest dose FP activity change, negative = inhibition, most hits filed as inhibitors. Menin + Texas Red MLL mutant peptide, fluorescence polarization. 270,000 tested, 0.23% active. AID 1768, 2009; active = well fitted inhibition curve with a large enough effect in the polarisation, with a control signal flat, not every such curve was filed as active; inconclusive = small, poorly fitted or top-dose-only effect, or effect the other way, or a change in a side signal; inactive = no such curve, though single readings can be large or run the other way; the % refers to the polarisation; also: potency is read from the fitted curve at half-maximal effect; % of control where 0% means no effect; many of its hits are not listed in these tables
# Target sequence (O00255 whole entry, looked up): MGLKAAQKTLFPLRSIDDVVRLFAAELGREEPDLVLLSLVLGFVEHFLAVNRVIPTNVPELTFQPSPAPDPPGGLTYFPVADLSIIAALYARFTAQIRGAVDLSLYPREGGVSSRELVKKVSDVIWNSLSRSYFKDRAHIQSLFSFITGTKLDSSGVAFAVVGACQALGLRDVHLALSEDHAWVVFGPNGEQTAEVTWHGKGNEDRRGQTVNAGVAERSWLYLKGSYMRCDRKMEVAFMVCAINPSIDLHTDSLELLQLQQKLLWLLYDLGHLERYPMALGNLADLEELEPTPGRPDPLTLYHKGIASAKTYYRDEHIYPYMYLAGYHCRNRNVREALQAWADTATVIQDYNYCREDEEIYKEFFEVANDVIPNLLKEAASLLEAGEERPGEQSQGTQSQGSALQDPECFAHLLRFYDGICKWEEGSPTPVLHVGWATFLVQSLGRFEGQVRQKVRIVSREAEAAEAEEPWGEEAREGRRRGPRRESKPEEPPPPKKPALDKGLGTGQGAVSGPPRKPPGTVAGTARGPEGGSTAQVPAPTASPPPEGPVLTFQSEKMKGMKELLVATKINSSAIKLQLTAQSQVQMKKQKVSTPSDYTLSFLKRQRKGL
# KCNH2 3.1 block = qHTS for Inhibitors of KCHN2 3.1: Mutant qHTS; U2OS KCNH2 3.1, thallium flux FluxOr; stronger effect = lower value; activity change, % (tested at about 1.8 µM); 340,000 tested, 0.95% active; Potassium voltage-gated channel subfamily H member 2, brain isoform KCNH2 3.1 (human);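 active = maximum activity change below -70%; inconclusive = maximum activity change from -70% to -50%; inactive = maximum activity change above -50%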;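 also: thallium influx rate constant from kinetic fluorescence after stimulation buffer; % is scaled to controls: 0 for no effect and ±100 for the full control effect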
#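 Thallium flux via FluxOr fluorescence (Red40 quencher, 45 min loading) in U2OS cells virally expressing the KCNH2 3.1 isoform (1.77 x 10^8 /mL virus, overnight at 37 C). Rate constants from 2-min kinetic reads post-stimulation, normalised to positive and negative controls.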
# USP2a inh = qHTS Assay for Inhibitors of Ubiquitin-specific Protease USP2a Using CHOP2 as the Reporter. Ubiquitin carboxyl-terminal hydrolase 2 (Homo sapiens), O75604. USP2 core, Ub-CHOP2 coupled fluorogenic reporter, 485/531. Potency, µM (titrated, usually from 38.3 µM), for inactives: at the highest dose activity change, negative = inhibition, usual class: inhibitors. 330,000 tested, 0.01% active. AID 463254, 2010;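 also: potency is read from the fitted curve at half-maximal effect; plate controls were DMSO wells for no effect and full inhibition by NEM control for full effect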
#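 Deubiquitinase activity read as fluorescence (485/531 nm) after Ub-CHOP2 cleavage activates the enterokinase reporter on its substrate; USP2 core 10nM, Ub-CHOP2 and substrate 25nM each, 30min compound preincubation then 60min RT; data normalized to NEM, curves fitted.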
# B2AR arrestin = qHTS assay of beta-arrestin-biased ligands of beta2-adrenergic receptor. Beta-2 adrenergic receptor (Homo sapiens), P07550. Potency, µM (series often up to 46.1 µM), inactives show top-dose activation, usual class: activators. beta-arrestin recruitment to beta2AR, cell-based reporter. AID 492947, 2010. 330,000 tested, 0.02% active;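 also: potency is read from the fitted curve at half-maximal effect; 0% = DMSO controls and full agonism = EC100 isoproterenol or metaproterenol; nearly all actives have a fitted effect of over 65% in size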
# Target sequence (P07550 whole entry, looked up): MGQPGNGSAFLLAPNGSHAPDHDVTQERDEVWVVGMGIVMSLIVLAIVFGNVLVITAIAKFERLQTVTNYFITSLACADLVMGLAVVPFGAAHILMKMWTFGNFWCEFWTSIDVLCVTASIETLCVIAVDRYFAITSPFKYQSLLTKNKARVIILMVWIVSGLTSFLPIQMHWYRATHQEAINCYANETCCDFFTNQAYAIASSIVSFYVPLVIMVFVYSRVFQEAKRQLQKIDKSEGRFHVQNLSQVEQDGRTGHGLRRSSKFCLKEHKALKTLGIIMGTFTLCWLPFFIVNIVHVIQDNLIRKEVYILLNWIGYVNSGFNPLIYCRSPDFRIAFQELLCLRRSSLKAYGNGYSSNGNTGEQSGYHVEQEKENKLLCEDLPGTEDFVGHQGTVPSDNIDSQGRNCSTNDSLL
# TRPV1 ag = HTS Assay for Compounds that Act as Agonists of the Vanilloid Receptor 1. Transient receptor potential cation channel subfamily V member 1 (Homo sapiens), Q8NER1. 320,000 tested, 0.19% active. TRPV1-expressing cells, Fluo-8 calcium influx, agonist mode. AID 540275, 2011. activation, % at 8.33 µM; in the data active = activation above about 80%; inconclusive = between about 30% and that limit; also: 0% is about no effect
#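 TRPV1-expressing cells were cultured overnight at 35.5C and loaded with Fluo-8 calcium dye for 40 to 90 min at room temperature. After a 10 s baseline, compound was added and calcium influx was read kinetically for 3 min (ex 480/em 520 nm).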
# hERG WT inh = qHTS for Inhibitors of KCHN2 3.1: Wildtype qHTS; Voltage-gated inwardly rectifying potassium channel KCNH2 (Homo sapiens), Q12809; U2OS, BacMam KCNH2, thallium flux FluxOr; stronger effect = lower value; activity change, % at 1.84 µM; 340,000 tested, 0.37% active;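 active = maximum activity change below -70%; inconclusive = maximum activity change between -70% and -50%; inactive = maximum activity change above -50%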; also: % is scaled to controls: 0 for no effect and ±100 for the full control effect
#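 U2OS cells were transduced with wild-type KCNH2 virus (2.03 x 10^8 / mL) for 4 h at room temperature, then cultured overnight at 37 C. Thallium flux was read with FluxOr dye. Rate constants were normalized to DMSO controls.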
# FBPA coupling cs = qHTS Assay for Inhibitors of Fructose-1,6-bisphosphate Aldolase from Giardia Lamblia: Coupling assay counterscreen; coupling enzyme system counterscreen, AmpLite Red fluorescence; activity change, negative = inhibition, % at 58.2 µM, hits read low; 290,000 tested, 0.67% active; in the data active = activity change below about -30%; also: % is scaled to controls: 0 for no effect and ±100 for the full control effect
#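 Fluorescence at 525 nm excitation and 598 nm emission measured inhibition of the coupled detection system without aldolase. Compounds (at 57.5 uM final) were preincubated 10 min at room temperature with coupling enzyme reagent before a 20 min substrate/AmpLite Red step.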
# MLL CXXC-DNA inh = qHTS Fluorescence Polarization Assay for Inhibitors of MLL CXXC domain - DNA interaction; MLL-CXXC / FITC-HOXA9 DNA fluorescence polarization; Potency, µM (highest dose often 115 µM), inactives show at the highest dose activity change, negative = inhibition, actives largely listed as inhibitors; 290,000 tested, 0.037% active; active = well fitted inhibition curve with a large enough effect in the polarisation, with a control signal flat, not every such curve was filed as active; inconclusive = small, poorly fitted or top-dose-only effect, or effect the other way, or a change in a side signal; inactive = no such curve, though single readings can be large or run the other way; the % refers to the polarisation; also: potency is read from the fitted curve at half-maximal effect
#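 Steps: dispense CXXC domain solution (7 uM) → pin compounds or unlabeled HOX-A9 DNA control → 5 min ambient → add FLSN-HOX-A9 solution (50 nM) → spin → 30 min ambient → fluorescence polarization. Tris pH 7.5/NaCl/DTT/BSA buffer.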
# PKM2 activator = qHTS Assay for Activators of Human Muscle isoform 2 Pyruvate Kinase | purified PKM2, Kinase-Glo ATP luminescence, activation; response scale: 0% is enzyme alone, no compound | Potency, µM (titrated, usually from 57.5 µM), without a hit: top-dose activation, actives largely listed as activators | 260,000 tested, 0.34% active | AID 1631, 2009; also: potency is read from the fitted curve at half-maximal effect; % is scaled to controls: 0 for no effect and ±100 for the full control effect; nearly all actives have a fitted effect of over 55% in size
#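 ATP formation by purified human PK-M2, quantified via coupled luciferase luminescence after 1 h at room temperature with 0.1 mM ADP and 0.5 mM PEP final.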
# The depositor's hits bear a star; u = inconclusive; x = no result given; [ ] = another dose, or the depositor's remark. Unless noted, calls follow the shape of the dose curve; as a rule, active = well fitted curve in the direction sought with a large enough effect; inconclusive = small, poorly fitted or top-dose-only effect, or another doubt; inactive = no such curve, though single readings can be large; an effect the other way counts as inactive or inconclusive.
SMILES,PKM2 activator,B2AR arrestin,GALK inh,Menin MLL FP TR,FBPA coupling cs,KCNH2 3.1 block,hERG WT inh,Giardia killer,TRPV1 ag,MLL CXXC-DNA inh,USP2a inh
O=C(CSC1CS(=O)(=O)c2cc([N+](=O)[O-])ccc21)NNC(=O)c1ccccc1 (stereo unspecified),1%,0.1%,-2%,x,-1,-6,-4,-6,1,-3%,0%
O=[N+]([O-])c1ccccc1S(=O)(=O)NCc1ccco1,3%,-0.1%,0%,-7%,-4,3,-16,-3,5,30%,0%
O=C(NCCc1ccc2c(c1)OCCO2)c1cc(S(=O)(=O)N2CCCC2)ccc1Cl,x,-0.2%,x,x,x,19,31,-27,-6,x,0%
Cc1ccc(NC(=S)NNC(=O)CCn2cc(C)cn2)cc1,0%,-0.3%,-2%,14%,0,-4,0,2,-4,u,3%
CN(C)c1ccc(C2OC(=O)C3(CCCC3)C(=O)C2(C)C)cc1 (stereo unspecified),-19%,x,9%,-16%,0,-17,5,3,0,-8%,x
CCCN(C(=O)CSc1nnnn1-c1ccccc1OC)C1CCS(=O)(=O)C1 (stereo unspecified),-2%,-0.8%,4%,-9%,0,9,-14,8,0,u,3%
C1=C(c2sc3ccccc3c2-c2ccc(OCCN3CCOCC3)cc2)CCCC1,x,-1.0%,x,x,x,-44,15,1,x,x,3%
Cc1ccc(S(=O)(=O)N(C)c2ccc(C(=O)Nc3ccc(C)cn3)cc2)cc1,x,-2.5%,x,x,x,1,3,34[activator],u,x,-3%
COc1cc2cc(CCCO)oc(=O)c2cc1OC,x,0.1%,x,x,x,-24,-5,-3,x,x,4%
COc1ccc(OC)c(NC(=O)CSc2nnc3ccc(-c4ccncc4)nn23)c1,5%,-0.1%,13%,2%,-1,34,-1,-15,-1,2%,-3%
O=C(O)c1cc(-c2ccccn2)n[nH]1,-1%,-0.4%,0%,-3%,-23,-4,2,-4,-2,-7%,0%
O=C(OCC(O)COC(=O)c1cccnc1)c1cccnc1,0%,0.5%,-3%,-16%,0,-5,-3,-11,2,4%,-6%
C=CCn1c(N2CCCCCC2)nc2c1c(=O)n(C)c(=O)n2C,-5%,-0.5%,1%,0%,5,7,1,4,1,-3%,3%
CN1CCN(C(=O)c2cc3c(C(F)(F)F)nn(C)c3s2)CC1,-8%,-0.2%,1%,9%,9,7,-6,-1,-3,-2%,4%
COC(=O)c1ccc(CNC(=O)COC(=O)COc2ccc(OC)cc2)cc1,-1%,-0.2%,9%,6%,2,15,-3,-6,-1,18%,0%
Cc1nc(SCC(N)=O)c([N+](=O)[O-])[nH]1,0%,0.0%,-2%,0%,4,9,-2,-3,-3,-6%,0%
Cc1ccccc1C(=O)N1CCC(C(=O)OCC(=O)Nc2cccc([N+](=O)[O-])c2C)CC1,x,0.0%,x,x,x,-1,5,-2,-5,x,0%
CCOC(=O)c1sc(NS(=O)(=O)c2ccc(C)cc2)nc1C,-2%,0.2%,-5%,7%,10,-2,-8,-12,-1,-2%,5%
CCOc1ccc(OCC)c(NC(=O)CN2CCC(NC(=O)c3cccc(F)c3)CC2)c1,-12%,-0.1%,2%,-19%,-1,-32,48,-2,2,4%,2%
Cc1ccc(-n2c3c(cc(C(=O)NC4CCSC4=O)c2=O)C(=O)CC(C)(C)C3)cc1 (stereo unspecified),-4%,-0.2%,3%,2%,4,-12,6,8,-3,-11%,2%
O=C(CSc1nnc(Cc2ccccc2)o1)N1CCCc2ccccc21,2%,-0.4%,0%,-5%,2,0,19,6,11,2%,1%
CCOC(=O)c1cc(/C(C)=N/OC(=O)c2ccc(Cl)cc2)on1,-4%,-0.7%,1%,x,4,-6,13,-2,x,-14%,0%
CCOc1cccc(N(C(=O)Cc2cccs2)C(C(=O)NC2CCCCC2)c2cccn2C)c1 (stereo unspecified),-8%,-0.7%,1%,-16%,-4,-8,-7,-2,u,-9%,-5%
Cc1ccc(N(Cc2ccccc2O)C(=O)c2ccccc2F)cc1,-1%,1.0%,-4%,0%,5,6,-17,10,5,15%,1%
CCOC(=O)c1[nH]c2ccc(Br)cc2c1NC(=O)CCN1CCCCC1,0%,0.5%,4%,-7%,2,x,x,x,21,-4%,1%
CC(=O)OCC1=C(C(=O)O)N2C(=O)C(NC(=O)c3ccc(COc4ccc(Cl)cc4)o3)C2SC1 (stereo unspecified),-3%,-0.1%,0%,20%,1,2,-23,28,-5,12%,0%
CCOC(=O)N1CCN(C(=O)CSc2nc3c([nH]c4ccccc43)c(=O)n2CC)CC1,-5%,-0.5%,-3%,9%,-1,-3,3,-13,-6,-9%,1%
O=C(CNC(=O)c1ccc(Cl)cc1Cl)OCC(=O)N1CCCC1=O,x,0.0%,x,x,x,-5,8,-12,0,x,1%
O=C(Cc1ccc(Cl)cc1)NCCS(=O)c1ccc(Cl)cc1 (stereo unspecified),-1%,-0.1%,-2%,-6%,2,11,11,-5,15,-4%,4%
O=C(O)c1cccc(NS(=O)(=O)c2ccc3c(c2)C(=O)c2ccccc2C3=O)c1,7%,-0.2%,3%,x,4,5,5,-11,x,-8%,5%
COc1ccccc1CN(C)C(=O)c1cnc(C)cn1,x,-0.8%,x,3%,0,-17,6,19,0,-18%,-1%
CCOc1ccc2ccccc2c1/C=N/NC(=O)c1ccc(C)nc1,x,-1.0%,x,2%,-10,-33,-13,15,3,4%,2%
COc1ccc(S(=O)(=O)NN(C)C)cc1N(C)S(=O)(=O)c1ccc(Cl)cc1,8%,-0.5%,0%,-6%,-1,-5,9,3,-2,3%,2%
CCOC(=O)C1(Cc2cccc(OC)c2)CCN(Cc2ccc(OC)c(OC)c2)CC1,-13%,0.2%,2%,u,6,-70*,18,9,0,11%,3%
O=C(Cc1ccc(F)cc1)Nc1nnc(SCC(=O)N2CCCCC2)s1,7%,-0.2%,0%,-14%,4,1,2,-5,4,5%,1%
Cc1ccc(C(=O)Nc2ccc3nccnc3c2)cc1,-13%,-0.3%,1%,x,-4,-5,-1,u,x,2%,0%
OC(CNCC1CCCO1)COc1ccc(OCC(O)CNCC2CCCO2)cc1 (stereo unspecified),1%,0.0%,-3%,-3%,3,-19,5,3,-5,-3%,3%
CC(=O)NC(Cc1ccccc1)C(=O)NC(Cc1ccccc1)C(=O)O (stereo unspecified),x,0.1%,1%,0%,1,-12,3,-10,1,23%,3%
Cc1nn(CC(=O)Nc2ccccc2C(F)(F)F)c(=O)c2cccn12,x,-0.4%,8%,5%,-8,-9,-7,-5,4,-11%,1%
NC(=O)c1sc2nc3c(c(-c4cccs4)c2c1N)CCCCC3,-5%,0.0%,-1%,-14%,4,-37,41,-11,5,-6%,-1%
CSc1ccccc1NC(=O)CSc1nnc(COc2ccccc2)o1,4%,-0.3%,18%,-3%,4,-2,2,31[activator],6,9%,2%
COc1ccc(CCNC(=O)C2CCN(S(=O)(=O)c3ccc4c(c3)oc(=O)n4C)CC2)cc1OC,-6%[0.46 µM],0.0%,-1%,9%,1,10,-3,21,3,-1%,2%
O=C(NCC1CCCO1)c1cccc(S(=O)(=O)Nc2cccc(C(F)(F)F)c2)c1 (stereo unspecified),x,-0.6%,x,x,x,-3,0,-18,x,x,2%
Cc1ccc(-c2nnn(CC(=O)N(c3ccccc3)C(C(=O)NC3CCCC3)c3ccncc3)n2)o1 (stereo unspecified),x,-0.6%,3%,x,6,1,-6,-20,0,3%,0%
Cc1ccc(C2c3c(oc4cc(C)c(C)cc4c3=O)C(=O)N2CCCN2CCOCC2)cc1 (stereo unspecified),9%,0.2%,-3%,-20%,2,12,-1,9,11,-3%,-2%

# Some of the compounds tested (hit frequency here may not be typical).
